Compound activity: PubChem, Sanford-Burnham Center for Chemical Genomics
SENP8 block – SENP8 protease inhibition | Q96LD8 | purified SENP8, Z-RLRGG-aminoluciferin cleavage, luminescence | inhibition, % at 10 µM | 330,000 tested, 1.2% active | AID 2540
Jurkat NFkB inh – lowers PMA/ionomycin-induced NF-kB signal in Jurkat cells. 330,000 tested, 0.53% active. PMA/ionomycin-induced NF-kB luciferase reporter, luminescence. inhibition, % at 4 µM
Gli-Sufu block – blocks Gli-Sufu signaling in a luciferase reporter | inhibition, % at 5 µM | 340,000 tested, 0.74% active | AID 588413 | Sufu-KO-LIGHT fibroblasts, Gli luciferase reporter luminescence;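 active = inhibition above about 55%, limit read from the data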;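 also: 0% = DMSO-treated cells and 100% = wells with medium but no cells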
HKDC1 inhibitor – blocks human hexokinase HKDC1 activity; Q2TB90; AID 493160; inhibition, % at 20 µM; recombinant HKDC1, G6PDH/diaphorase resazurin coupled fluorescence; 340,000 tested, 0.16% active;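 active = inhibition above about 35% when tested at 20 µM, limit read from the data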;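 also: plate controls were DMSO wells with enzyme for no effect and DMSO wells lacking enzyme for full effect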
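Incubation: 90 min at room temperature in dark / Material: recombinant HKDC1 (HK5) hexokinase enzyme, produced in-house / Quantity: enzyme 5 µg/mL final / Compound: one dose of 20 µM, 1% DMSO / Reagent: glucose and ATP substrates / Buffer or medium: Tris pH 8.0 buffer with MgCl2, Tween-20, BSA, BME / Technique: resorufin fluorescence at 613 nm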
SENP7 inh – inhibitors of human SENP7 protease. recombinant SENP7, Z-RLRGG-aminoluciferin luminescence, 40 min. Q9BQF6. inhibition, % at 5 µM. 330,000 tested, 1.5% active;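 active = inhibition above about 50% at the single test dose, limit read from the data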;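 also: plate controls were DMSO with enzyme for no effect and no enzyme buffer wells for full effect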
697 NFkB inh – lowers PMA/ionomycin-induced NF-kB signal in 697 B cells; inhibition, % at 4 µM; 697 B-cell NF-kB luciferase reporter, 16 h; 330,000 tested, 0.33% active; in the data active = inhibition above about 35%
UBC13 polyUb – human UBC13 polyubiquitination inhibition; P61088; UBC13 polyubiquitin chain formation, TR-FRET; inhibition, % at 20 µM; 330,000 tested, 0.47% active; AID 485273; in the data active = inhibition above about 45%, passing the limit was not always enough
Apaf-1 inh – human Apaf-1 inhibition | inhibition, % at 20 µM | O14727 | reconstituted apoptosome caspase-3 activity, DEVD-Rh110 fluorescence | 330,000 tested, 0.71% active; active = inhibition of at least 40% at 20 µM;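 also: plate controls were DMSO wells for no effect and DEVD-CHO caspase inhibitor wells for full effect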
Target sequence (O14727 whole entry, looked up): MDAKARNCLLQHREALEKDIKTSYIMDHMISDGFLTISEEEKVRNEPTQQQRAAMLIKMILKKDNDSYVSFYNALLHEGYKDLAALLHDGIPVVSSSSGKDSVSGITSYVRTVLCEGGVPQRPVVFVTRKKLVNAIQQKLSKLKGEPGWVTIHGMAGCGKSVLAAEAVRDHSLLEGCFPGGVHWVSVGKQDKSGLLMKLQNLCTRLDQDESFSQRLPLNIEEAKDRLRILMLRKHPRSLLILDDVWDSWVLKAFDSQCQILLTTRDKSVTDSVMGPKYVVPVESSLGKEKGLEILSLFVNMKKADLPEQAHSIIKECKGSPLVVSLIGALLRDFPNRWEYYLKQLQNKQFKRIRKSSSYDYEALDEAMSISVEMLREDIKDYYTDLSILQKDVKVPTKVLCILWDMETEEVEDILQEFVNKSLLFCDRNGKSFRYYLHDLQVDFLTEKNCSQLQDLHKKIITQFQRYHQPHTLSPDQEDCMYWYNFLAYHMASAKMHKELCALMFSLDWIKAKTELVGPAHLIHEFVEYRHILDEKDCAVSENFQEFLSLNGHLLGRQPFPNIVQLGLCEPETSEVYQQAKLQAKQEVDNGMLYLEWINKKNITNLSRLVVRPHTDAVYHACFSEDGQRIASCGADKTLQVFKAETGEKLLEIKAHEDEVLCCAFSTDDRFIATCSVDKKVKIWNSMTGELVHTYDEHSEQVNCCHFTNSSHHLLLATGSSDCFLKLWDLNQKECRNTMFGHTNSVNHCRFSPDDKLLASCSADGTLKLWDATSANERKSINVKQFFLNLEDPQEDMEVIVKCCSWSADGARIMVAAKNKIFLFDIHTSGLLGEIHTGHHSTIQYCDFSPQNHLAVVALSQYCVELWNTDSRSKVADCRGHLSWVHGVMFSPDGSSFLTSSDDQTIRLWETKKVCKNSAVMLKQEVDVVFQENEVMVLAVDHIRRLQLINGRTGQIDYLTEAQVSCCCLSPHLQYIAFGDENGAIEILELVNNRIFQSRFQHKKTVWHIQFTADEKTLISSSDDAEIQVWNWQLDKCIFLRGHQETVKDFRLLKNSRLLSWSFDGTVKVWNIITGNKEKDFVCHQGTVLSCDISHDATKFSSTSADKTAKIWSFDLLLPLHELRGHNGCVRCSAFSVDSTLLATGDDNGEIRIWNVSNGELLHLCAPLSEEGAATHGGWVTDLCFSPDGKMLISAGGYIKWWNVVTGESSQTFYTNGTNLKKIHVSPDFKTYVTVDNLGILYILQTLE
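Material: reconstituted apoptosome with Apaf-1, cytochrome c, caspase-9, procaspase-3, dATP / Buffer or medium: pH 7.5 Hepes buffer with CHAPS, BSA, DTT / Also added: cytochrome c with DEVD-Rh110 / Schedule: compound with Apaf-1, dATP, procaspase-3 30 min, then 50 min reaction, room temperature / Technique: rhodamine 110 fluorescence at Ex 480/Em 540 nm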
* marks the source's active call; other numbers are inactive results; / = not tested or not shown. Rule as the data show it, unless noted: active = inhibition above about 50%; inactive = the rest.

no.	structure	UBC13 polyUb	697 NFkB inh	Jurkat NFkB inh	HKDC1 inhibitor	SENP8 block	SENP7 inh	Gli-Sufu block	Apaf-1 inh
1	O=C(N/N=C/C=C\c1ccccc1[N+](=O)[O-])c1ccco1	-1	14	7	-7	-3	3	8	-5
2	Cc1cc2ccccc2c(=O)n1CC(=O)N(C)c1ccc(F)cc1	-1	21	-10	-2	-3	6	1	16
3	O=C(CNC(=O)C1CC1)Nc1ccc(F)c(F)c1F	8	17	-3	-5	0	0	1	-5
4	COc1ccc(C(=O)NCCN2CCOCC2)c(OC)c1	-2	-7	7	3	-7	7	-6	4
5	C/C(=N\OCc1ccccc1)c1c(O)cc(C(C)C)n(-c2ccccc2)c1=O	-21	-46	-8	-8	-14	-7	6	3
6	CCOC(=O)c1cnc(SCC(=O)Nc2ccc(NC(=O)CC)c(OC)c2)nc1N	-6	23	2	0	-1	1	-2	-5
7	CC(=O)Nc1c(C(=O)Nc2ccc3c(c2)OCO3)oc2ccccc12	-1	-50	-77	-2	-10	-7	-70	6
8	Cn1cc(Cl)c(C(=O)NNC(=S)NCc2ccco2)n1	8	1	4	-6	-2	4	-4	-8
9	O=C(O)COc1ccc2oc3c(c2c1)CCCC3	-1	-7	2	-4	8	-3	-7	-2
10	COc1ccc(/C=N/NC(=O)c2ccc(NC(=O)c3cccc([N+](=O)[O-])c3)cc2)c(OC)c1	-4	26	-4	-6	3	7	-2	-33
11	O=C(COC(=O)c1cccc(S(=O)(=O)Nc2ccc(F)cc2)c1)NCCN1C(=O)CSC1=O	0	23	8	-4	1	-2	-2	4
12	CC(=O)Nc1c(N)c2ccccc2oc1=O	4	0	-4	13	8	7	-7	-1
13	C/C(=N/NC(=O)C1COc2ccccc2O1)c1ccco1 (configuration not stated)	1	5	1	1	1	-6	-12	3
14	COC(=O)c1cc(S(=O)(=O)C(C)C)c(S(C)=O)s1 (configuration not stated)	-5	26	20	0	-2	-2	25	-7
15	COc1cc(C2C(C(=O)c3ccco3)=C(O)C(=O)N2Cc2ccccc2)ccc1O (configuration not stated)	-15	8	6	-3	-9	3	-2	-1
16	N=C(N)SCc1cccc2ccccc12	5	0	10	6	5	3	20	-1
17	CN(c1ccc(C(=O)NCc2ccccc2)cc1)S(C)(=O)=O	5	1	-1	-11	3	3	-12	-32
18	CCOc1ccc(S(=O)(=O)c2c[nH]c3ccc(C)cc3c2=O)cc1	4	14	-8	-1	0	1	8	5
19	COc1ccc(C(=O)n2nnc3ccccc32)cc1Br	11	16	17	1	-9	5	3	-11
20	CCN(CC)C(=O)c1cc(-c2ccc3c(c2)OCO3)on1	2	-53	-72	0	-5	4	-60	-1
21	O=c1[nH]c(C2CCN(S(=O)(=O)Cc3ccccc3)CC2)nc2c1nnn2Cc1ccccc1Cl	-3	-10	-1	1	-8	5	-5	24
22	C=CCNC(=S)NNC(=O)COc1ccc(Cl)cc1Cl	-9	-10	1	-3	-6	-3	-3	7
23	CC(=O)Nc1ccc(NS(=O)(=O)c2cc(-c3cnc(C4CC4)o3)ccc2C)cc1	-7	-15	-3	-5	-1	-8	6	-3
24	Cc1ccc(S(=O)(=O)N(c2ccc(Br)cc2)C2C=CS(=O)(=O)C2)cc1 (configuration not stated)	-8	18	7	-15	-2	3	0	-5
25	O=C(NC(=S)Nc1cccc2cnccc12)c1ccccc1	-6	3	14	4	-7	22	-24	9
26	CCCCN(C)C(=O)c1nc2ccccn2c1CN1CCN(c2cnccn2)CC1	6	12	1	-6	-8	5	2	-15
27	CC(C)C(=O)NC(=S)/C=C1/N(C)c2ccccc2C1(C)C	0	-13	32	-6	-2	2	56*	-6
28	Cc1ncc(CSCC(=O)Nc2cc(C(F)(F)F)ccc2Cl)c(CO)c1O	0	-23	-29	-1	-6	-2	26	1
29	Cn1c(C(=O)NCCN2CCN(c3ccccc3F)CC2)cc2c(=O)n(C)c3ccccc3c21	32	16	7	3	-4	-5	7	17
30	CCn1c(SCC(=O)c2ccc(Cl)cc2)nnc1-c1ccoc1C	3	5	-12	4	1	0	1	5
31	Clc1ccc(-c2cc3ccccc3[nH]2)cc1	2	-96	-47	1	31	44	4	10
32	COc1ccccc1N1CCN(Cc2ccc(Br)o2)CC1	7	15	-7	-1	-3	3	9	2
33	O=C(O)CCSc1nc(C(F)(F)F)cc(=O)n1-c1ccccc1	3	30	-1	-2	1	0	1	-5
34	Cc1ccnc(NC(=O)CCC(=O)N(CC(=O)NCc2ccc(F)cc2)Cc2ccccc2)c1	4	17	-13	-1	-9	1	-19	9
35	CCCC(C)NC(=O)c1nc(-c2ccccc2)n(-c2ccccc2)n1 (configuration not stated)	1	-9	-4	-3	3	4	-1	10
36	Cc1ccc(C(=O)Nc2nnc(S(=O)(=O)N3CCC(C)CC3)s2)cc1	-2	-29	-8	0	10	3	-15	15
37	Cc1nc(-c2ccccc2)sc1C1(C)CC(c2cccc([N+](=O)[O-])c2)=NO1 (configuration not stated)	13	6	-5	2	-15	2	21	12
38	O=C(Nc1cccc(F)c1)Nc1ccccn1	8	-66	-61	-7	28	47	-66	-1
39	NC(=O)CC(NC(=O)c1ccc(Br)cc1)c1ccc(NC2CCCCCC2)c([N+](=O)[O-])c1 (configuration not stated)	-58	3	23	-7	0	-4	36	28
40	Cc1c(C(=O)O)oc2c(F)cccc12	6	16	8	-7	3	-8	3	-9
41	CCCN1CCc2c(sc(NC(=O)c3ccc(S(=O)(=O)N4CCCC4)cc3)c2C(N)=O)C1	-16	15	-1	-2	-2	-4	9	-2
42	Cc1cc(OCC(=O)c2cccc(C(F)(F)F)c2)n2cnnc2n1	4	-6	0	-2	4	4	7	-2
43	CC(=O)Oc1ccccc1-n1c(C)nc(=O)c(-c2ccccc2)c1C	9	18	4	-4	1	-2	-4	-11
44	N#Cc1ccc(OCCN2C(=O)NC3(CCSC3)C2=O)cc1 (configuration not stated)	6	-6	2	-4	-1	0	3	-4
45	CCOc1ccccc1NC(=O)C(=O)/C=C(\O)c1cc(OC)ccc1OC	-9	-10	8	0	2	0	0	6
46	O=C(Nc1ccsn1)c1ccc(Cl)cc1Cl	-8	-76	-54	-7	-15	-6	-44	12
47	O=C(Nc1ccc2c(c1)OCO2)C1CC(c2c(F)cccc2Cl)=NO1 (configuration not stated)	7	11	-11	-4	-4	2	-5	-13
48	COc1ccnc(N2CCN(c3ccc(Cl)cc3)CC2)c1C#N	2	-22	-4	11	-2	-9	0	10
49	CC(=O)NC1C(=O)N(C)c2ccc(Br)cc21 (configuration not stated)	-2	11	-11	10	0	8	1	4
50	NS(=O)(=O)c1cccc(NC(=O)COC(=O)CNC(=O)c2ccc(-c3ccccc3)cc2)c1	-6	14	-11	6	-17	-9	-1	27
51	CC(=O)Nc1cccc(C(=O)N/N=C/c2ccccc2F)c1	7	-50	-54	-5	10	21	-82	-4
52	FC(F)(F)c1nnc2ccc(NCc3ccccc3)nn12	5	19	-10	-3	9	-3	7	-1
53	Cc1noc(C)c1NC(=O)N(C)C[C@H]1Oc2ccc(NC(=O)NC3CCCCC3)cc2C(=O)N([C@H](C)CO)C[C@@H]1C	7	16	1	-5	1	2	-2	7
54	Cc1noc(NS(=O)(=O)c2ccc(NC(=O)/C=C/c3ccc(Br)cc3)cc2)c1C	-6	2	8	4	4	-8	-14	3
55	COc1cc(OC)c(NS(=O)(=O)c2ccc(Cl)c(C(=O)OC(C)C(=O)N3CCCC3)c2)cc1Cl (configuration not stated)	-2	-14	0	-3	-11	-1	51	11
56	O=C(Nc1cccnc1)c1ccc(C(=O)Nc2cccnc2)cc1	0	-3	5	1	-2	5	-3	4
57	Cc1ccc(NC(=O)c2nc[nH]c2C(=O)N[C@@H](CCCCNC(=O)OC(C)(C)C)C(=O)OC(C)(C)C)cc1	-29	-15	13	3	7	-5	-4	19
58	CCOC(=O)c1cn(-c2c(Cl)cccc2Cl)c2cc(Cl)c([N+](=O)[O-])cc2c1=O	-6	-3	-13	-10	-5	6	10	8
59	CCC12CN3CCN(CC(C3)/C1=N\NC(=O)c1ccc(Cl)cc1)C2	5	18	-19	0	-1	9	4	-1
60	O=C(CSc1ccccc1)N/N=C/c1ccccc1O	4	-16	13	-26	1	-4	8	-7

Looked up one by one from above (four):
no.	structure	UBC13 polyUb	697 NFkB inh	Jurkat NFkB inh	HKDC1 inhibitor	SENP8 block	SENP7 inh	Gli-Sufu block	Apaf-1 inh
37	Cc1nc(-c2ccccc2)sc1C1(C)CC(c2cccc([N+](=O)[O-])c2)=NO1 (configuration not stated)	13	6	-5	2	-15	2	21	12
42	Cc1cc(OCC(=O)c2cccc(C(F)(F)F)c2)n2cnnc2n1	4	-6	0	-2	4	4	7	-2
40	Cc1c(C(=O)O)oc2c(F)cccc12	6	16	8	-7	3	-8	3	-9
50	NS(=O)(=O)c1cccc(NC(=O)COC(=O)CNC(=O)c2ccc(-c3ccccc3)cc2)c1	-6	14	-11	6	-17	-9	-1	27

(further entries)
no.	structure	UBC13 polyUb	697 NFkB inh	Jurkat NFkB inh	HKDC1 inhibitor	SENP8 block	SENP7 inh	Gli-Sufu block	Apaf-1 inh
61	COc1ccc(C)cc1NC(=O)NC1CCN(Cc2ccccc2)CC1	8	12	5	-6	7	1	1	-19
62	CCN(CC)CCNCc1cc(Cl)ccc1OCc1ccccc1F	19	-7	-13	-2	1	-2	/	-1
63	C=CCOc1ccc(/C=N/O)cc1Cl	1	15	-15	-7	-12	-2	-3	2
64	COc1cccc(CNC(=O)C2CCN(S(=O)(=O)N3CCCCC3)CC2)c1	0	4	-4	-13	4	1	4	-10
65	CCC(=O)NC(NCC1CCCO1)C(Cl)(Cl)Cl (configuration not stated)	4	3	9	4	6	-3	2	-11
66	O=C(Nc1cc(Cl)ncn1)c1ccccc1	-4	1	-5	-3	-10	24	6	0
67	Clc1ccc(-n2ncc3c(NCC4CCCO4)ncnc32)cc1 (configuration not stated)	8	-177	-80	-2	-4	1	-151	6
68	COc1ccc(CC(=O)Nc2sc3c(c2C(N)=O)CCCC3)cc1OC	5	-40	-20	-4	-2	2	15	15
69	Cc1ccccc1-n1nc(C)c2cc(C(=O)NC3CC3)sc21	-15	-1	-16	-4	-12	-5	-5	8
70	Cc1nnc(Nc2ccccc2F)s1	0	12	-18	-1	-2	-3	-2	-15
71	CCOC(=O)c1c(C)[nH]c(NC(=O)Nc2c(C)n(C)n(-c3ccccc3)c2=O)c1C	-2	5	6	-8	4	-5	0	-9
72	COCCN(C(=O)COC(=O)COc1ccc(Cl)c(C)c1)c1c(N)n(Cc2ccccc2)c(=O)[nH]c1=O	2	-16	10	-3	-2	0	-1	-2
73	O=C(Cn1nc2ccccc2n1)N/N=C/c1ccc(F)cc1	22	7	-10	-5	1	7	6	0
74	O=C(CCN1CCN(c2ccccc2)CC1)Nc1ccc(OCc2ccccc2)cc1	-6	-10	2	-3	4	13	4	8
75	COc1ccccc1C(=O)Nc1ccc(CN2CCCCC2)cc1	6	1	-24	-2	4	10	6	2
76	CCOCCCNC(=O)CCN1C(=O)c2ccccc2Sc2ncccc21	-3	-3	3	-3	-6	8	2	0
77	COC(=O)c1ccc2c(c1)C(C)(C)C(/C=C/c1ccc(OC)c(OC)c1OC)=[N+]2C	5	-22	9	19	6	6	5	28
78	CCc1ccc(OC)c(-c2csc(N)n2)c1	18	6	-6	-4	-3	-10	-1	-4
79	Cc1ccc(Cl)cc1N1CCN(CC(=O)NC2CCCc3ccccc32)CC1 (configuration not stated)	-16	-34	-10	14	-38	-3	21	25
80	CCN(CC(=O)NCc1cccs1)C(=O)/C=C/c1cccc(OC)c1OC	6	10	0	-4	6	-6	-15	12
81	COc1ccc(OC)c(NC(=O)c2cc3ccccc3cc2OC)c1	2	6	-45	-4	14	-2	-7	14

Compounds as they come; any-hit rate near 3.6%.
